Screens (PubChem)
GSIS activator: primary screen for activators of insulin secretion dependent on glucose, INS-1E cells, GLuc reporter luminescence; AID 743287; activation, % at 16.6 µM; 0.61% of 370,000 active; INS-1E GLuc reporter insulin secretion, 2-3 h;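 active = lowest replicate activation of at least 40%, so every replicate reaches that level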;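 note: 0% = median of neutral control wells and 100% = median of IBMX positive control wells; some compounds called inactive have numbers as strong as hits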
RAD54 inh: blocks human RAD54 Holliday junction branch migration; inhibition, % at 10.4 µM; Q92698; AID 602329; FAM/BHQ fluorescence; 0.14% of 360,000 active;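 active = mean normalized replicate activity at least 40 and at least half of replicates scoring 40 or more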;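 note: 0% = median of neutral control wells and 100% = median of positive control wells; inhibitors cause a drop in the FAM fluorescence signal; in these data hits start at about 50%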
Target sequence (Q92698 whole entry, looked up): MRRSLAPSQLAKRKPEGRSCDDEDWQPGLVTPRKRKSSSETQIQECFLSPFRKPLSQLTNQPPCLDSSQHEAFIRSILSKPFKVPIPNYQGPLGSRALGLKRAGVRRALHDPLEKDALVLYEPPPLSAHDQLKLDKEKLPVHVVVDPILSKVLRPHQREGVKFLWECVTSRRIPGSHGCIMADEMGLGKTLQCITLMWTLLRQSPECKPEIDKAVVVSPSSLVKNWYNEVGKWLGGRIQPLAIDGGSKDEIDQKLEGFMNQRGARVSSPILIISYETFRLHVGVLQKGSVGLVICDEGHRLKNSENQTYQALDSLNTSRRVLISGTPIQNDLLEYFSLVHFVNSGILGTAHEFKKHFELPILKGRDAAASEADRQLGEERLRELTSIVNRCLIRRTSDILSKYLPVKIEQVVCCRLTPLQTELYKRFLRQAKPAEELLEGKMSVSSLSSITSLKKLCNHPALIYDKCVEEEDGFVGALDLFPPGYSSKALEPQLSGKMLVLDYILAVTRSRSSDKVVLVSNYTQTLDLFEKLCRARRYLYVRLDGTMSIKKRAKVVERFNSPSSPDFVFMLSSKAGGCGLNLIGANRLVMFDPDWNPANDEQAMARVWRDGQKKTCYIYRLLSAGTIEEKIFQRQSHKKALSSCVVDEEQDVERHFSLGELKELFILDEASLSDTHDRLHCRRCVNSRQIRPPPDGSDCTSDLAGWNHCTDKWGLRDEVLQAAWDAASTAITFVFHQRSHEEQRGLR
The depositor's hits bear a star.

The opening four records as a preview:
SMILES,GSIS activator,RAD54 inh
CN(C)c1nc2sc3c(c2c(=O)n1C)CC(C)(C)OC3,27,4
CCC(CC)C(=O)c1c[nH]c(C(=O)NCCc2ccccn2)c1,-3,-8
Cc1ccc(C2CC2c2n[nH]c(=S)n2-c2ccc(Cl)cc2)cc1 (configuration not stated),-12,4
CCCCCCOC(=O)CCc1c(C)nc(N)[nH]c1=O,12,-16

All compounds of this part, repeating the preview:
SMILES,GSIS activator,RAD54 inh
CN(C)c1nc2sc3c(c2c(=O)n1C)CC(C)(C)OC3,27,4
CCC(CC)C(=O)c1c[nH]c(C(=O)NCCc2ccccn2)c1,-3,-8
Cc1ccc(C2CC2c2n[nH]c(=S)n2-c2ccc(Cl)cc2)cc1 (configuration not stated),-12,4
CCCCCCOC(=O)CCc1c(C)nc(N)[nH]c1=O,12,-16
OCCNCCOc1ccccc1F,-7,2
O=C1C2CCCN2C(c2ccccc2)N1c1nccs1 (configuration not stated),-18,-4
CC(C)CCNC(=O)C1CC(=O)N(C2CCCC2)C1 (configuration not stated),15,1
Cc1ccc(NC(=O)CNC(=O)c2ccccc2F)cc1Cl,-2,3
O=C(NCCc1ccc(Cl)cc1)C1CCN(S(=O)(=O)c2cccc3nonc23)CC1,-5,0
Cc1cccc(N(CC(=O)NCc2ccc3c(c2)OCO3)C(=O)CCC(=O)Nc2ccccn2)c1C,-13,3
CCc1ccc2[nH]c(=O)c(CN(Cc3ccco3)S(=O)(=O)c3ccc4c(c3)OCCO4)cc2c1,9,0
CC(=O)NCC(=O)N(c1c(C)n(C)n(-c2ccccc2)c1=O)C1(C(=O)NC2CCCC2)CCCCC1,6,-8
Cc1ccc(NC(=O)N(Cc2cccnc2)Cc2ccco2)cc1C,12,-8
Cc1cc(C(=O)COC(=O)c2n[nH]c3ccccc23)c(C)n1CC1CCCO1 (configuration not stated),-4,0
CCOc1ccc(CNC(=O)C2CCCN(S(C)(=O)=O)C2)cc1OC (configuration not stated),20,-18
O=C(O)CSCc1cnn(-c2ccccc2)c1-n1cccc1,17,-22
CCOC(=O)c1nc(-c2ccccc2)oc1N(C)C,84*,-9
Cc1cc(C(=O)Nc2nc3c(s2)CCCC3)cs1,-3,-5
N#CCCSCc1ccc(OCC(=O)O)cc1,23,2
CCn1cc(Br)c(C(=O)NCc2ccco2)n1,17,0
COc1ccc(C(C)C)cc1S(=O)(=O)n1cnc(C)c1,8,6
CN(C)c1nc(NCc2ccccc2)nc(SCC(=O)Nc2ccc(Cl)c(Cl)c2)n1,-30,9
CC(C)CCNC(=O)C(c1cccnc1)N(Cc1ccccc1)C(=O)Cn1nnc2ccccc21 (configuration not stated),-6,6
Cc1onc(-c2ccccc2Cl)c1C(=O)NCc1ccccn1,4,-6
Cc1nc(-c2cccc(NS(=O)(=O)c3ccccc3)c2)cs1,7,2
c1ccc(CN2CCN(c3nc(-c4ccccc4)nc4ccccc34)CC2)cc1,-21,0
Cc1ccc(C)c(NC(=O)CCC(=O)N/N=C/c2ccc[nH]2)c1,1,12
C[C@H](NC(=O)Nc1ccccc1F)C(=O)O,7,-7
CCc1n[nH]c2c1/C(=N\O)CC(C)(C)C2,-25,4
O=C(Nc1ccccc1N1CCOCC1)c1ccc2c(c1)C(=O)N(Cc1ccncc1)C2=O,28,2
CCOC(=O)C(NC(=O)Nc1ncccn1)(Oc1ccccc1)C(F)(F)F (configuration not stated),8,-6
O=P(O)(O)C(O)C(F)(F)C(F)(F)C(F)(F)C(F)F (configuration not stated),11,0
COC(=O)c1ccnc(/C=N/O)c1,24,3
Cc1ncc(N=Nc2ccc(F)cc2)c(-c2ccc(Cl)cc2)n1,59*,-4
c1ccc(C(c2ccccc2)N2CCN(c3ccc4ccccc4n3)CC2)cc1,-42,3
Cc1nonc1C(=O)N/N=C/c1ccc(O)c(O)c1,-3,0
COc1ccc(Cc2nnc(NC(=O)Cc3cccs3)s2)cc1OC,153*,-4
Cc1ccc(N(CC(=O)NC2CCCCC2)C(=O)c2ccc(C)s2)cc1,-9,-3
O=S1(=O)C=CC(N2CCOCC2)C1 (configuration not stated),2,-3
Cc1cccc(Nc2nc(N)nc(CN3CCN(c4ccccc4F)CC3)n2)c1,-16,0
Cc1ccc(C)c(NC(=O)CSc2nnc([C@@H]3CCCN3C(=O)OC(C)(C)C)o2)c1,1,-4
FC(F)(F)c1cnc(-c2cnc3c(-c4ccc(Cl)cc4)cnn3c2)c(Cl)c1,-9,-6
CCOC(=O)CSc1nc2sc(C)c(C)c2c(=O)[nH]1,10,-1
CCCN1C(=O)c2ccc(C(=O)NCc3ccco3)cc2C1=O,4,9
CC(=O)c1cccc(NC(=O)C2CC(=O)N(Cc3ccccc3)C2)c1 (configuration not stated),7,2
CCn1c(SCC(=O)N2CCCCC2)nc(O)cc1=O,2,1
O=C(CC(=O)c1ccccc1)Nc1ccc2c(c1)OCCO2,4,15
CCCn1nnnc1-c1cccc(Cl)c1,10,-5
Cc1nc2ccc(C(=O)N3CCN(c4ccccc4)CC3)cc2s1,-8,-9
O=C(CSc1nnnn1-c1ccc(O)cc1)Nc1ccc(N2CCOCC2)c(Cl)c1,7,-8
Cc1cccc(NC(=S)NCc2cccn2C)c1,-12,9
CCOC(=O)c1[nH]c2ccc(OC)cc2c1NC(=O)N1CCOCC1,10,0
COc1cccc(C2=NOC(C(=O)NCc3ccco3)C2)c1 (configuration not stated),8,13
Cc1ccc(S(=O)(=O)N2CCN(C(=O)CCC(=O)NCc3ccc(F)cc3)CC2)cc1,-6,5
O=C(Nc1ccc2c(c1)OCCO2)c1cncc(Br)c1,12,-16
COc1ccccc1C(=O)NCC(=O)Nc1ccccc1,4,0
Cc1nn(Cc2c(F)c(F)c(F)c(F)c2F)c(C)c1NC(=O)c1c(-c2ccccc2)nn(-c2ccccc2)c1C,-23,1
Cc1nc2cccc(C(=O)NCc3ccccc3)c2o1,5,3
CCOc1ccccc1N(CC(=O)O)S(=O)(=O)c1ccc(C)cc1,8,-2
FC(F)(F)c1cc(-c2ccco2)nc(N2CCN(c3ccccc3)CC2)n1,-5,-2

Later entries:
SMILES,GSIS activator,RAD54 inh
COc1ccc(N2C(=O)C3CCCN3C2=O)cc1 (configuration not stated),7,-3
C=CCn1c(Cc2nc3ccc(Cl)cc3[nH]2)n[nH]c1=S,-1,-3
O=Nc1c(O)n(Cc2cccc(Cl)c2)c2ccccc12,-17,8
CSc1ncccc1-c1nc2ccccc2[nH]1,11,-14
CCCCOc1cccc(C2(C(=O)O)CCCC2)c1,30,2
O=C(Nc1cccnc1)c1cc(-c2cccs2)on1,-7,1
N=C(N)Cc1ccccc1Sc1ccccc1,34,-4
O=C(COc1ccc(Cl)cc1)N1CCN(S(=O)(=O)c2ccc(Cl)cc2)CC1,-27,-4
COc1ccc(S(=O)(=O)Nc2cccc(C)n2)c2ccccc12,22,4
O=C(c1ccccc1-c1nc2ccccc2[nH]1)N1CCOCC1,-3,6
O=C(C1CCCN1S(=O)(=O)c1ccc(Cl)c(Cl)c1)N1CCCCC1 (configuration not stated),-3,-2
CC(=O)c1cc(C#N)c(SCC(=O)O)nc1C,14,-1
CC1CCN(CCCNC(=O)c2ccc(CSCc3cccc(Cl)c3)o2)CC1,6,5
CSc1nnc(-c2ccccc2)o1,6,4
O/N=C(\c1ccc(Cl)cc1)c1ncc(C(F)(F)F)cc1Cl,-27,-9
Cc1nn(Cc2ccccc2)c(C)c1NC(=O)c1cc(-c2cccs2)on1,-22,-7
O=C(c1ccco1)N1CCN(C(=O)c2nn3cccnc3c2Cl)CC1,4,-23
CCOc1cc2[nH]c(=O)n(CCc3ccc(OC)c(OC)c3)c(=O)c2cc1OCC,18,7
Cn1c(OCc2ccc3c(c2)OCO3)nc2c1c(=O)n(Cc1ccc(Cl)c(Cl)c1)c(=O)n2C,-20,-3
COc1cccc(NC2=NC3(CCCCC3)N=C(N)N2)c1,8,5

Ordered by heavy-atom count (descending): three of the compounds above
SMILES,GSIS activator,RAD54 inh
CCOC(=O)C(NC(=O)Nc1ncccn1)(Oc1ccccc1)C(F)(F)F (configuration not stated),8,-6
CC(C)CCNC(=O)C1CC(=O)N(C2CCCC2)C1 (configuration not stated),15,1
CCc1n[nH]c2c1/C(=N\O)CC(C)(C)C2,-25,4

(continued)
SMILES,GSIS activator,RAD54 inh
CCc1nnc(SCC(=O)Nc2ccccc2)nc1CC,28,3
Cc1ccc(-c2noc(CN(C(=O)C34CC5CC(CC(C5)C3)C4)C(C)C)n2)cc1,16,-5
O=C(NCCc1ccncc1)Nc1ccccc1,9,-9
Cc1ccc2oc(-c3ccc(NC(=O)c4ccc5c(c4)OCO5)cc3)nc2c1,246*,2
O=C(CN1C(=O)C2C3C=CC(C3)C2C1=O)Nc1ccc2c(c1)OCCO2 (configuration not stated),2,8
CCOc1ccccc1-c1nc(-c2ccncc2)no1,12,3
Cc1nc(N2CCN(Cc3ccccc3)CC2)c(C#N)c2c1COC(C)(C)C2,-11,-8
NC(=O)C1CCN(c2nc(C3CC3)nc3c2nnn3Cc2ccccc2Cl)CC1,-9,6
CC1CN(C(=O)c2scc3c2OCCO3)CC(C)O1 (configuration not stated),2,-3
CCN(CC)c1ccc(NC(=O)c2ccco2)cc1,67,-9
COc1ccc2c(c1)c(=O)oc1cc(OCC(=O)N3CCCC(C)C3)ccc12 (configuration not stated),-24,10
CCOc1ccc(OCCOc2ncnc3ccccc23)cc1,-7,-10
O=C(CCCC(=O)OCC(F)(F)C(F)F)Nc1ccc(NC(=O)CCCC(=O)OCC(F)(F)C(F)F)cc1,1,-1
COc1ccc(NC(=O)CN(Cc2ccccc2)S(C)(=O)=O)cc1,-2,-3
O=C(Nc1sc2c(c1C(=O)NC1CC1)CCCCCC2)c1ccco1,9,0
CCOC(=O)c1ccccc1NC(=O)CN(c1ccccc1OC)S(C)(=O)=O,62*,7
CC(C)NS(=O)(=O)c1ccc(OCC(=O)Nc2cccc3ccccc23)cc1,14,-7
COc1ccc(C2=NOC(C(=O)NCc3ccco3)C2)cc1 (configuration not stated),-12,6
O=C(Nc1ccccc1)C1(c2ccccc2)CC1(Cl)Cl (configuration not stated),-29,-3
CCc1sc(N(C(=O)Cc2ccccc2)c2cccc(F)c2)nc1-c1ccc(C)cc1,-5,-2
COc1ccc(CCN(Cc2cc3cc(C)cc(C)c3nc2Cl)C(=O)C2CC2)cc1,-8,6
COc1ccc(OC)c(C2=Nn3c(nnc3-c3cc(OC)c(OC)c(OC)c3)SC2)c1,33,-5
COC(=O)c1ccc(C)c(NC(=O)CCNC(=O)c2ccc([N+](=O)[O-])cc2)c1,-6,-1
CCCCn1nnc(NC(=O)CCC)n1,27,6
Cc1ccc2[nH]c(=O)c(CN(CCCO)S(=O)(=O)c3cccc4nsnc34)cc2c1,4,-10
C=CCn1c(Cc2cccs2)nnc1SCC(=O)c1ccc(F)cc1,9,3
N#Cc1c(N)n(C2CCCCC2)c2nc3ccccc3nc12,43*,4
CC(C)(C)OC(=O)N1CCC(C(=O)N2CCCCCC2)CC1,11,5
CCCCOC(=O)c1ccc(NC(=O)/C=C/c2cccs2)cc1,-17,-7
O=C1SC(SCc2ccccc2)=N/C1=C\c1ccco1,-23,-1
CN(c1ccccc1)S(=O)(=O)c1ccc(C(=O)OCC(=O)NCc2ccco2)cc1,21,0
CCOc1cc(N2CCOCC2)c(OCC)cc1NC(=O)C(NC(=O)c1ccco1)C(C)C (configuration not stated),4,-6
O=C(c1ccco1)c1cn(CC(=O)N2CCCCC2)c2ccccc12,21,-1
Cc1ccc(NC(=O)CS(=O)CC(=O)N(CC(=O)NC2CCCC2)c2cc(C)ccc2C)cc1 (configuration not stated),-24,6
C=CCNc1nnc(SCC(=O)N2CCCCC2)c2ccccc12,16,-2
O=C(Cc1cccs1)NCc1ccccc1,47,0
O=c1cc(NC2CCCCC2)c2ccccc2o1,21,4
Cc1nn(Cc2ccccc2Cl)c(C)c1NC(=O)Cn1nc([N+](=O)[O-])c(Cl)c1C,14,-16
CC(C)(C)NC(=O)C12CCC(C)(c3nc4ccccc4nc31)C2(C)C (configuration not stated),0,-9
CCNc1oc(COc2cccc(C)c2)nc1C#N,-23,0

One compound at a time (already shown):
Cc1ccc2[nH]c(=O)c(CN(CCCO)S(=O)(=O)c3cccc4nsnc34)cc2c1 as listed: GSIS activator = 4; RAD54 inh = -10
COc1ccc(CCN(Cc2cc3cc(C)cc(C)c3nc2Cl)C(=O)C2CC2)cc1 as listed: GSIS activator = -8; RAD54 inh = 6

The listing continues.
SMILES,GSIS activator,RAD54 inh
c1coc(CNc2nc(-c3ccncc3)cs2)c1,14,-1
O=C1C(C2=NC(C(=O)O)C3C(=O)N(c4ccc(Cl)cc4)C(=O)C23)=C(O)c2ccccc21 (configuration not stated),1,-3
CCOC(=O)N1CCC(N(CCOC)C(=O)Nc2ccc(Cl)c(Cl)c2)CC1,-14,7
COc1ccc2nc(N3CCCC3)[nH]c2c1,31,2
CCN(CC)C(=O)C1CCCN(C(=O)Nc2ccccc2)C1 (configuration not stated),9,8
CC(=O)c1ccc(NC2=C(N3CCOCC3)C(=O)c3ccccc3C2=O)cc1,3,-4
CCCOc1ccc(OCCSc2nnc(N)s2)cc1,1,-7
Cc1cc(-c2csc(N)n2)c(C)n1C,-2,-1
CCOC(=O)c1cc(-c2ccccc2)sc1NC(=O)CSc1nnnn1C,-33,8
O=S(=O)(NCc1ccco1)c1cccc2cccnc12,23,-11

A portion of the library, so the mix of outcomes need not match the whole.
